D1 potentiator: enhances dopamine response at the human D1 receptor | P21728 | HEK293 TREx D1 cells, calcium flux, dopamine EC20 potentiation | potentiation, % at 10 µM | actives 0.036% (n = 360,000); in the data active = potentiation above about 30%; also: 0% is about no effect
D1 ag: agonists of human D1 dopamine receptor; activation, % at 2 µM; actives 1% (n = 360,000); AID 504660; HEK293 T-REx D1 cells, calcium flux, agonist mode; P21728; in the data active = activation above about 30%; also: 0% is about no effect
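Tetracycline-induced HEK293 TREx D1 cells, force-coupled to calcium signalling, were dye-loaded with a no-wash calcium kit. Compound was pin-added after a 10 s baseline. Fluorescence was read kinetically at 1 cycle/s for 180 s, with calcium rises flagged as agonism.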
RXFP1 ag: agonists of human relaxin receptor RXFP1 | Potency, µM (top dose mostly 57.5 µM), for inactives: at the top dose activation, usual class: activators | actives 0.3% (n = 370,000) | HEK293T-RXFP1 cAMP TR-FRET, 30 min; response scale: percent of porcine relaxin response, buffer zero | Q9HBX9; active = well fitted activation curve with a large enough effect; inconclusive = small, poorly fitted or top-dose-only effect; also: potency is read from the fitted curve at half-maximal effect; % is scaled to controls: 0 for no effect and ±100 for the full control effect; nearly all actives have a fitted effect of over 60% in size; many of its hits are not listed in these tables
Target sequence (Q9HBX9 whole entry, looked up): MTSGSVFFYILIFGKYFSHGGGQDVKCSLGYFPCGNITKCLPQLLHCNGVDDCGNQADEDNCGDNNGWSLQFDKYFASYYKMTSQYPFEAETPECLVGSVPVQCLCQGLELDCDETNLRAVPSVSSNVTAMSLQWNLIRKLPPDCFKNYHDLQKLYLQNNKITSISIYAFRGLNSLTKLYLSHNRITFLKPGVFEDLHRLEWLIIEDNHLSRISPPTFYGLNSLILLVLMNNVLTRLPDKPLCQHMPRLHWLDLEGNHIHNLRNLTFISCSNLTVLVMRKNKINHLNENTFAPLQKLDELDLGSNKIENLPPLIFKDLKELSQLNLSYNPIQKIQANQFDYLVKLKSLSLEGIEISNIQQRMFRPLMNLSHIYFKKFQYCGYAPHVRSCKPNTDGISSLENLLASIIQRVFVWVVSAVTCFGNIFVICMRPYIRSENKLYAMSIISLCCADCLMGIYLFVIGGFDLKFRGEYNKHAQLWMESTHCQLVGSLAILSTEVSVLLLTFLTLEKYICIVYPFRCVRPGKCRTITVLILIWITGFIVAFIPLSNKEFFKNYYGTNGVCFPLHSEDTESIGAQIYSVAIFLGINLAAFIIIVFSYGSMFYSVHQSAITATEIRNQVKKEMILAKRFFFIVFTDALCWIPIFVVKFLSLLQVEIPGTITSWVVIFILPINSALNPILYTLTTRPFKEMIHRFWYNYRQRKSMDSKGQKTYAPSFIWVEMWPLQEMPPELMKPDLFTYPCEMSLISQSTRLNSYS
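HEK293 cells stably expressing RXFP1, treated 30 min at 37C with compounds plus PDE4 inhibitor Ro 20174; cAMP measured by HTRF TR-FRET. Normalized to buffer and 29 nM porcine relaxin; EC50 by Hill fit.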
D2 potentiator: positively modulates the human D2 dopamine receptor allosterically; P14416; HEK293 T-REx D2, calcium flux, EC20 dopamine potentiation; potentiation, % at 10 µM; actives 0.34% (n = 340,000); AID 485347;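 active = potentiation over 3 SD above the plate norm, cut at about 30% in these data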; also: 0% is about no effect
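Potentiation of an EC20 dopamine calcium response is measured in a force-coupled, tetracycline-inducible Hek293 Trex D2 line. Compound-only kinetic reads over 180 s flag agonists before dopamine addition.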
D2 antag: antagonists of human D2 dopamine receptor. AID 485344. inhibition, % at 10 µM. P14416. HEK293 TREx D2 cells, calcium flux, dopamine EC80. actives 2% (n = 340,000); in the data active = inhibition above about 30%; also: 0% is about no effect
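In this primary screen, negative modulation is detected by tracking calcium flux after an EC80 dopamine challenge in inducible HEK293 T-REx D2 cells preexposed to test compound for 180 s.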
D2 agonist: D2 dopamine receptor (human) agonism; P14416; HEK293 T-REx D2 cells, calcium flux agonist mode; activation, % at 2 µM; actives 0.53% (n = 340,000);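 active = activation over 3 SD above normal in the single-dose calcium agonist read, cut at about 30% in these data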; also: 0% is about no effect
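HEK293 Trex D2 cells, tetracycline-induced, o/n 30 C 5% CO2; no-wash Ca dye, RT 30–90 min; 10-cycle baseline, 23 nl cpd added, kinetic Ca read 180 s; agonist hits = positive Ca response.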
RXFP1 antagonist: antagonists of human relaxin receptor RXFP1. Q9HBX9. activity change, negative = inhibition, % at 57.5 µM. actives 0.59% (n = 350,000). HEK293-RXFP1, relaxin-stimulated cAMP HTRF, 30 min; stronger effect = lower value;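 active = activity change of -60% or lower, but not beyond a set lower limit; inconclusive = change between -60% and -40%, or beyond the set limit; inactive = change above -40%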; also: % is scaled to controls: 0 for no effect and ±100 for the full control effect
D1 antag: human D1 dopamine receptor antagonism | P21728 | HEK293 TREx D1 cells, calcium flux, dopamine EC80; stronger effect = lower value | activity change, negative = inhibition, % at 10 µM | actives 3.2% (n = 360,000); in the data active = activity change below about -30%; also: % is scaled to controls: 0 for no effect and ±100 for the full control effect
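Kinetic fluorescence of a calcium dye serves as the read-out. D1-expressing Hek293 Trex cells, induced overnight at 30 C, are exposed to compound for 180 s before an EC80 dopamine addition, then read 180 s further.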
TRHR PAM: TRH receptor (human) allosteric enhancement. actives 0.66% (n = 360,000). enhancement, % at 2 µM. AID 493056. TRHR cells, fluo-8 calcium fluorescence, EC20 TRH enhancement; in the data active = enhancement above about 30%; also: 0% is about no effect
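Enhancer read-out: after compound pinning and an initial kinetic agonist-mode read, an EC20 of TRH (10 nM final) was injected and fluo-8 calcium signal (Ex 480/Em 530) followed at 1 s/cycle for 100 cycles in TRHR-expressing cells.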
* hit, by the source's call; ? = inconclusive; nt = not tested or not shown; & = joins results of further samples. A portion of the library; rates above refer to the full screens.

SMILES	D1 potentiator	D1 ag	RXFP1 ag	D2 potentiator	D2 antag	D2 agonist	RXFP1 antagonist	D1 antag	TRHR PAM
Nc1c(C(=O)CSc2nnc(-c3ccccc3F)o2)c(=O)[nH]c(=O)n1C1CC1	-2	3	1.1%	-19	nt	nt	9	-21	-8
COc1cccc(-n2nnc3c(=O)n(Cc4cccc(F)c4)cnc32)c1	-2	1	2.2%	3	-41	0.8	-20	-9	10
O=[N+]([O-])c1ccc(S(=O)(=O)Nc2ccc3c(c2)OCCO3)cc1	-3	7	-1.4%	3	-5	-0.6	2	-7	27
CC1CC(C)CN(C(=O)CCn2c(=O)oc3ccccc32)C1 (stereo not drawn)	11	4	0.1%	11	8	-0.1	9	-1	4
O=C(CC(c1ccco1)C1CCCCC1=O)c1ccccc1 (stereo not drawn)	7	-2	0.4%	8	-6	-0.2	-16	-3	-1
O=C(C1CCN(S(=O)(=O)c2ccccc2)CC1)N1CCCCC1	-2	2	-0.6%	-17	5	0.2	-1	1	14
CCOc1cc([N+](=O)[O-])c2nc(N)sc2c1	5	0	4.1%	3	11	-0.1	3	-6	3
Cc1ccc(N(C)C(=O)C2CCN(S(=O)(=O)c3ccc4c(c3)CCCN4C(=O)C3CCC3)CC2)cc1	-3	6	0.4%	13	nt	0.6	-24	10	2
Cc1nnc(NC(=O)CCn2cnc3ccccc3c2=O)s1	0	1	?	nt	nt	nt	4	-2	3
CC(=O)Nc1ccc(N(C(=O)CNC(=O)c2ccco2)C(C(=O)NC2CCCC2)c2ccco2)cc1 (stereo not drawn)	-10	1	2.6%	-11	2	0.2	-14	-9	2
CCSc1nc2sc3c(c2c(=O)n1-c1ccc(C)c(Cl)c1)CCN(C(C)=O)C3	2	0	1.5%	5	nt	-0.8	nt	18	6
CC1(C)Cc2c(c(N3CCOCC3)nc3sc4c(=O)[nH]cnc4c23)CS1	2	1	5.4%	10	-2	0.6	-8	7	2
O=C(Nc1cccc(NC(=O)c2ccc(-c3ccc(Br)cc3)o2)c1)c1ccco1	-3	2	2.1%	9	-15	1.1	-12	-14	-1
O=C(CN1C(=O)/C(=C\C=C\c2ccccc2)SC1=S)Nc1ccc(F)cc1	-4	16	0.2%	0	-4	-0.2	-4	-8	3
CN(C)S(=O)(=O)c1cccc(COC(=O)c2ccc3c(c2)OCO3)c1	0	17	7.5%	5	7	2.2	9	-16	-3

Individual results from above:
`CC1CC(C)CN(C(=O)CCn2c(=O)oc3ccccc32)C1` (stereo not drawn) in RXFP1 ag is listed with 0.1%
`O=C(Nc1cccc(NC(=O)c2ccc(-c3ccc(Br)cc3)o2)c1)c1ccco1` in RXFP1 ag is listed with 2.1%
`O=[N+]([O-])c1ccc(S(=O)(=O)Nc2ccc3c(c2)OCCO3)cc1` in D2 antag is listed with -5

Further structures.
SMILES	D1 potentiator	D1 ag	RXFP1 ag	D2 potentiator	D2 antag	D2 agonist	RXFP1 antagonist	D1 antag	TRHR PAM
CC(=O)Nc1cccc(OCc2ccc(F)cc2)c1	-3	1	0.0%	-13	16	0.6	-4	3	-3
Cc1cc(NC(=O)C2CC(c3c(F)cccc3Cl)=NO2)n(-c2ccccc2)n1 (stereo not drawn)	-2	5	0.8%	-1	8	-1.2	-3	37	4
O=C(NS(=O)(=O)Nc1ccc(Cl)cc1)c1c[nH]c2ccccc12	-3	2	-2.7%	8	4	-0.3	11	20	-6
O=S(=O)(c1cc(C(F)(F)F)ccc1Cl)N1CCN(c2ccccn2)CC1	-12	1	1.1%	-10	-16	-1.3	-2	18	-2
COC(=O)C1=C(C)NC(C)=C(C(=O)OC)C1c1ccc(OC(=O)c2oc3ccccc3c2C)c(OC)c1	-1	2	2.8%	1	16	0.6	5	-10	-3
CN=C(c1ccccc1)c1c(C)cccc1C	-3	2	-0.1%	-15	11	-1.0	16	12	-2
Cc1ccc(Nc2nc(C(=O)NCc3ccco3)cs2)cc1	-10	0	0.3%	-6	9	-0.1	-1	-7	-6
CCn1c(SCC(=O)N2CCCCC2C)nnc1-c1ccc(S(=O)(=O)N2CCN(C)CC2)cc1 (stereo not drawn)	-4	-3	1.3%	-3	-15	-0.1	-3	1	5
CC(=O)Nc1ccc(NC(=O)C(c2ccccc2)c2ccccc2)cc1	-3	4	0.2%	-3	-3	0.5	-2	-7	5
COC(=O)CNC(=O)CCC(=O)N1CCN(C(c2ccccc2)c2ccccc2)CC1	-4	2	3.8%	0	5	-0.2	7	-11	4
CCOC(=O)Cc1csc(NC(=O)Nc2ccccc2)n1	-7	8	0.5%	6	0	-0.2	0	-6	-2
CCc1nn(CC(=O)Nc2cccc(C(C)=O)c2)c(=O)c2cc3sccc3n12	-3	0	16%	1	nt	0.0	-27	8	9
O=S(=O)(c1ccc(Cl)cc1)N1CCC(O)(CN2CCN(Cc3ccccc3)CC2)CC1	0	6	-0.6%	-18	-14	0.8	-17	-1	-6
Cc1cccc(/C=C/c2onc(C)c2S(=O)(=O)N2CCC(C(=O)NC(C)(C)C)CC2)c1	-9	4	1.8%	10	3	0.2	-11	-17	-2
Cn1c(SCC(=O)NC2CCCCC2)nnc1-c1ccccn1	0	5	11%	1	5	0.2	0	3	-6
O=C(Nc1ccc(F)cc1F)NC1CCN(S(=O)(=O)c2ccc(F)cc2)CC1	-1	2	-4.4%	nt	nt	nt	0	-8	-1
Cc1nc(NC2=NCN(C3CCCCC3C)CN2)nc2ccccc12 (stereo not drawn)	-4	6	1.0%	-8	8	0.6	nt	33	-2
O=C(CNc1cccc2ccccc12)N/N=C/c1ccc(OC(=O)/C=C/c2ccco2)cc1	-3	3	-3.0%	-1	-14	-0.1	-20	-70*	-2
CC(C(=O)Nc1ccc(C(=O)O)cc1)N1C(=O)c2ccccc2C1=O (stereo not drawn)	-4	2	2.2%	11	2	0.2	4	5	4
O=C(C1=C(O)C(=O)N(CCN2CCOCC2)C1c1cccc(O)c1)c1cc2ccccc2o1 (stereo not drawn)	-4	3	?	11	-5	3.0	-1	-5	5
CCOc1ccc2c(c1)c(=O)c(C(=O)c1ccc3c(c1)OCO3)cn2Cc1ccc(F)cc1	2	3	0.8%	-3	nt	-0.6	9	-1	-8
CCn1c(=O)c2sccc2n2c(CCC(=O)NCc3ccc(Cl)cc3)nnc12	-1	0	?	-4	nt	-1.5	-21	-6	4
CC(=O)Nc1ccc(/C=N/NC(=S)NC(C)C)cc1	0	2	0.2%	8	-12	-0.4	-12	3	2
COc1ccc(C)cc1S(=O)(=O)N(C)CC(=O)N1CCC(C)CC1	0	1	-1.5%	8	26	0.5	15	2	0
CC(=O)Nc1ccc(NS(=O)(=O)c2ccc(C)cc2)c([N+](=O)[O-])c1	-4	3	-2.1%	-14	-18	0.2	-28	-19	3
Nc1ccc(S(=O)(=O)NC2(C(F)(F)F)NC(=O)N(c3ccc(F)cc3)C2=O)cc1 (stereo not drawn)	-6	5	0.8%	-9	14	-0.5	2	-1	6
Cc1ccc(NC(=O)N2CCCCCC2)cc1C	-5	2	-1.2%	6	11	1.5	0	-4	7
CCCC(C(=O)NC1CCCC1)N(C(=O)c1snc(C(N)=O)c1N)c1ccc(F)cc1 (stereo not drawn)	-3	1	25%	nt	nt	nt	-15	7	3
N#Cc1c(=O)c2nc(NCc3ccccc3)ncc2n2ccccc12	-6	-1	9.5%	-6	10	-0.9	-7	-12	2
C/C(=N\NC(=O)c1cc(C)nc2ccccc12)c1ccc([N+](=O)[O-])cc1	-3	1	-1.6%	11	-9	1.7	-8	-9	1

Limited to D2 antag, TRHR PAM and D2 potentiator, for 4 of the compounds above:
structure	D2 antag	TRHR PAM	D2 potentiator
CCn1c(=O)c2sccc2n2c(CCC(=O)NCc3ccc(Cl)cc3)nnc12	nt	4	-4
CC(=O)Nc1ccc(/C=N/NC(=S)NC(C)C)cc1	-12	2	8
COc1ccc(C)cc1S(=O)(=O)N(C)CC(=O)N1CCC(C)CC1	26	0	8
CC(=O)Nc1ccc(NS(=O)(=O)c2ccc(C)cc2)c([N+](=O)[O-])c1	-18	3	-14

Back to the main list; the two compounds before the break are reprinted first.
SMILES	D1 potentiator	D1 ag	RXFP1 ag	D2 potentiator	D2 antag	D2 agonist	RXFP1 antagonist	D1 antag	TRHR PAM
N#Cc1c(=O)c2nc(NCc3ccccc3)ncc2n2ccccc12	-6	-1	9.5%	-6	10	-0.9	-7	-12	2
C/C(=N\NC(=O)c1cc(C)nc2ccccc12)c1ccc([N+](=O)[O-])cc1	-3	1	-1.6%	11	-9	1.7	-8	-9	1
COc1ccc(S(=O)(=O)N2CC(C)N(S(=O)(=O)c3ccc(OC)cc3)CC2C)cc1 (stereo not drawn)	8	1	1.0%	-1	-2	-1.0	-4	3	-2
Cc1nn(CC2CCCCC2)c(N)c1-c1ccccc1	-3	5	2.5%	2	12	0.8	4	2	-6
CC(C)(C)[C@@H]1CCC(=O)N(CC[C@H](N=[N+]=[N-])c2ccccc2)CC1	-6	13	0.3%	8	-7	0.0	nt	5	-9
C=CCNCCOc1ccc(C)cc1[N+](=O)[O-]	-5	1	-1.5%	-31	46*	0.1	-3	-8	-5
CCOC(=O)C1=C(CSc2nc(C)cc(C)c2C#N)OC(N)=C(C#N)C1c1cccs1 (stereo not drawn)	-1	4	-3.0%	11	-12	0.8	15	-12	0
COc1ccc(-c2cc(C(F)(F)F)n3nc(C(=O)Nc4cccc(C(F)(F)F)c4)c(Br)c3n2)cc1	0	1	?	3	nt	-0.9	0	17	2
CCc1cccc(CC)c1-n1c(SCn2nnc3ccccc3c2=O)nnc1-c1cccnc1	1	11	1.1%	-3	-63	0.8	2	0	18
O=C(CC12CC3CC(CC(C3)C1)C2)NCc1ccco1	-3	0	0.9%	-6	-7	-0.5	-4	3	-4
O=C(NCCCc1ccc(F)cc1)C1CCC(=O)N(CC2CCCCC2)C1 (stereo not drawn)	9	2	-0.5%	-3	-3	0.7	-9	7	7
O=C(O)C1CCN(C(=O)CCN2C(=O)S/C(=C\c3ccccc3)C2=O)CC1	-7	2	0.0%	nt	nt	nt	-1	7	20
O=C(C1CCN(C2CCN(C/C(Cl)=C/c3ccccc3)CC2)CC1)N1CCOCC1	-5	1	-0.7%	2	-7	-0.6	-1	-6	-4
Fc1ccc(Cn2nnnc2CN2CCc3ccccc3C2)cc1	-12	1	-0.2%	-2	9	0.3	-2	-28	-1
O=C(COC(=O)c1cc([N+](=O)[O-])ccc1N1CCOCC1)NCc1ccc(Cl)cc1Cl	13	1	0.4%	0	-13	0.2	4	1	-6
NC1=NC(c2ccc(Br)cc2)n2c(nc3ccccc32)N1 (stereo not drawn)	5	-1	-2.5%	1	-7	-1.4	-10&11	-2	3
O=C(/C(C=Nc1ccc(Br)cc1)=C(/O)c1ccco1)C(F)(F)F	-1	1	-0.5%	-4	8	-1.0	-6	-2	-6
CC(C)CCNC(=O)NC(=O)COC(=O)CNC(=O)C1CCCCC1	-2	3	-1.7%	14	-7	1.1	-8	-2	-1
O=C1CCN(Cc2ccccc2)CCN1CCO	-8	2	-1.6%	10	-27	0.3	nt	3	0
